KB-3-1 cytotox: qHTS assay for MDR1-selective chemotherapeutics: Primary screen using the parental adenocarcinoma cell KB-3-1. 400,000 tested, 1.4% active. KB-3-1 viability, CellTiter-Glo ATP luminescence, 72 h. Potency, µM (series often up to 46.1 µM), for inactives: at the top dose activity change, negative = cytotoxic, most hits filed as cytotoxic; also: potency is read from the fitted curve at half-maximal effect; % is scaled to controls: 0 for no effect and ±100 for the full control effect; nearly all actives have a fitted effect of over 60% in size
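Parental KB-3-1 viability, qHTS format: 72 h compound exposure, 37 °C; CellTiter-Glo; media-only wells and DMSO plates as controls; concentration-effect fits on corrected data.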
HEK293 tox: qHTS of GLP-1 Receptor Inverse Agonists: Cytotox Screen; 410,000 tested, 0.13% active; Potency, µM (doses to about 38.3 µM), for inactives: top-dose activity change, negative = inhibition, usual class: inhibitors; AID 624418, 2012; HEK293 cAMP-luciferase reporter cells, luminescence, 24 h;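 also: loss of luciferase light is scored as toxicity; potency is read from the fitted curve at half-maximal effect; % is scaled to controls: 0 for no effect and ±100 for the full control effect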
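Here, cytotoxicity is scored as loss of luminescence. The MLSMR collection was tested on cells seeded in medium containing 10% Nu serum, with a 24 hr compound exposure preceded by 12 hours of culture.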
SW480 rerep: A quantitative high throughput screen for small molecules that induce DNA re-replication in SW480 colon adenocarcinoma cells; AID 624297, 2012; 340,000 tested, 1.8% active; Potency, µM (top dose mostly 46.1 µM), without a hit: at the highest dose re-replication activation, hits mostly activators; SW480 DNA re-replication, Hoechst DNA content imaging, 48 h; also: potency is read from the fitted curve at half-maximal effect; % of control where 0% means no effect; nearly all actives have a fitted effect of over 55% in size
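Cells (250 per well) received 23 nL compound or DMSO by pin tool and were kept 48 hr at 37 C, 5% CO2. Nuclei were then stained with Hoechst for 40 min and scanned for DNA content.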
MCF10A rereplic: A quantitative high throughput screen for small molecules that induce DNA re-replication in MCF 10a normal breast cells; 350,000 tested, 2.9% active; Potency, µM (series often up to 46.1 µM), without a hit: top-dose activity, positive = re-replication, hits mostly activators; MCF 10A DNA re-replication, Hoechst nuclear intensity, 48 h; also: potency is read from the fitted curve at half-maximal effect; % of control where 0% means no effect; nearly all actives have a fitted effect of over 50% in size
KB-V1 MDR tox: qHTS assay for MDR1-selective chemotherapeutics: Primary screen using the drug-selected MDR subline cells KB-V1; KB-V1 MDR cells viability, CellTiter-Glo, 72 h; 400,000 tested, 3.4% active; AID 1347076, 2019; Potency, µM (titrated, usually from 46.1 µM), inactives show top-dose activity change, negative = cytotoxicity, most hits filed as cytotoxic; also: potency is read from the fitted curve at half-maximal effect; % is scaled to controls: 0 for no effect and ±100 for the full control effect; nearly all actives have a fitted effect of over 60% in size
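In this primary screen, KB-V1 cells overexpressing P-gp are incubated with library compounds (lowest to highest concentration) for 72 h at 37 degrees C before a luminescent ATP viability read.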
HT1080 IDH1KD tx: qHTS for induction of synthetic lethality in tumor cells producing 2HG: qHTS for the HT-1080-IDH1KD cell line; HT-1080 IDH1 knockdown viability, ATP luminescence, 48 h; Potency, µM (top dose mostly 46.1 µM), inactives show at the top dose activity, negative = toxicity, usual class: cytotoxic; 360,000 tested, 2% active;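 also: potency is read from the fitted curve at half-maximal effect; 0% = DMSO wells and -100% = cell-free medium wells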
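Assay cells: HT-1080 with IDH1 knockdown, 750 per well, RPMI/5% FBS. Exposure: 48 h at 37 °C following 2 h pre-incubation. Read: CellTiter-Glo luminescence; fitted concentration-response, curve class assigned.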
HT1080-NT tox: qHTS for induction of synthetic lethality in tumor cells producing 2HG: qHTS for the HT-1080-NT fibrosarcoma cell line. Potency, µM (highest dose often 46.1 µM), for inactives: top-dose activity, negative = less viability, most hits filed as cytotoxic. AID 686970, 2013. 360,000 tested, 1.6% active. HT-1080-NT fibrosarcoma viability, CellTiter-Glo ATP luminescence, 48 h;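 also: NT is the 2HG producing partner of a matched IDH1 knockdown line; potency is read from the fitted curve at half-maximal effect; 0% = DMSO-treated cells and -100% = media-only wells without cells; nearly all actives have a fitted effect of over 55% in size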
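HT-1080-NT; 750 cells/well; 5% FBS RPMI; 48 h compound, 37 degrees C; CellTiter-Glo luminescence; curve fitting and curve-class assignment.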
D3 ag: qHTS of D3 Dopamine Receptor Agonist: qHTS. max activation, %. D3R DiscoveRx beta-arrestin cells, luminescence, 90 min. 410,000 tested, 0.58% active. D(3) dopamine receptor (Homo sapiens), P35462; in the data active = max activation above about 30%; also: 0% is about no effect; mostly tested at two doses, the higher about 12 µM
Target sequence (P35462 whole entry, looked up): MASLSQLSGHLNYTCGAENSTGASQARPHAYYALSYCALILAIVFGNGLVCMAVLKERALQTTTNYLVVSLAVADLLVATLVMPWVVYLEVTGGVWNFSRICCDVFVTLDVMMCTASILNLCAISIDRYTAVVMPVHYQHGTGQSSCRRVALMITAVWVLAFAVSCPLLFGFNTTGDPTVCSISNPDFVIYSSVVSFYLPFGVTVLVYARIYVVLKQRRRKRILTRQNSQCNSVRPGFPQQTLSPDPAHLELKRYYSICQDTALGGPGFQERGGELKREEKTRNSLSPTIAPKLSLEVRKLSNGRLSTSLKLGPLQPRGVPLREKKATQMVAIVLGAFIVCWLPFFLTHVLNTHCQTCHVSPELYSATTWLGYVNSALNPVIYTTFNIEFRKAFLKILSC
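Agonist mode: compounds and dopamine controls were applied to plated cells for 90 min at 37 degrees C after an overnight attachment at 1500 cells/well. Luminescent read-out followed 30 - 60 minutes at room temperature with DiscoveRx detection reagent.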
IL-1B inflam inh: qHTS for Inhibitors of Inflammasome Signaling: IL-1-beta AlphaLISA Primary Screen; THP-1 LPS/ATP IL-1B secretion, AlphaLISA, 16 h; hits give low values; activity change, % at 57.5 µM; 360,000 tested, 4.7% active; in the data active = activity change below about -50%; inconclusive = mostly about -30% to -49%; also: % is scaled to controls: 0 for no effect and ±100 for the full control effect
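THP-1 cells pretreated 1 hr with compounds (up to 57.5 uM final), then stimulated with LPS (250 ng/mL final) plus ATP (1.25 mM final); secreted IL-1B measured by AlphaLISA after 16 hr, decreased signal indicating inhibition.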
Starred values were filed as active, the others as inactive; [ ] = another dose, or the depositor's remark. Unless noted, calls follow the shape of the dose curve; as a rule, active = well fitted curve in the direction sought with a large enough effect; inconclusive = small, poorly fitted or top-dose-only effect, or another doubt; inactive = no such curve, though single readings can be large; an effect the other way counts as inactive or inconclusive.

For CC1CCN(S(=O)(=O)c2ccc(C(=O)N3CCCCC3C(=O)O)cc2)CC1 (stereo not given) the results were KB-3-1 cytotox -7%, HEK293 tox 13%, SW480 rerep -7%, MCF10A rereplic -7%, KB-V1 MDR tox -15%, HT1080 IDH1KD tx -6%, HT1080-NT tox -4%, D3 ag 1 and IL-1B inflam inh -2.
Screening CC(=O)N1CCN(S(=O)(=O)c2ccc(C)c([N+](=O)[O-])c2)C1C(C)C (stereo not given) returned KB-3-1 cytotox 6%, HEK293 tox -11%, SW480 rerep 1%, MCF10A rereplic -16%, KB-V1 MDR tox inconclusive, HT1080 IDH1KD tx 0%, HT1080-NT tox 3%, D3 ag 1 and IL-1B inflam inh 1.
`COC(=O)c1c(-c2ccc(C)cc2)csc1N` gave KB-3-1 cytotox 0%, HEK293 tox -1%, SW480 rerep -1%, MCF10A rereplic 6%, KB-V1 MDR tox -15%, HT1080 IDH1KD tx -10%, HT1080-NT tox 12%, D3 ag -3 and IL-1B inflam inh -7.
Screening CCOc1ccc(-c2nnc3ccc(SC)nn23)cc1 returned KB-3-1 cytotox 4%, HEK293 tox 9%, SW480 rerep -2%, MCF10A rereplic 12%, KB-V1 MDR tox 12%, HT1080 IDH1KD tx 8%, HT1080-NT tox -16%, D3 ag -13 and IL-1B inflam inh 24.
`FC(F)(F)c1nc2nc(Cl)c(Cl)nc2[nH]1` gave KB-3-1 cytotox inconclusive, HEK293 tox 4%, KB-V1 MDR tox -1%, HT1080 IDH1KD tx -20%, HT1080-NT tox -17%, D3 ag -1 and IL-1B inflam inh 31.
For Cc1ccc(S(=O)(=O)NCCc2ccncc2)cc1C the results were KB-3-1 cytotox 1%, HEK293 tox -6%, SW480 rerep -25%, MCF10A rereplic -6%, KB-V1 MDR tox 12%, HT1080 IDH1KD tx 18%, HT1080-NT tox 4%, D3 ag -3 and IL-1B inflam inh 31.
Screening Cc1ccc(CNC(=O)c2ccccc2NC(=O)CN2CCN(C)CC2)cc1 returned KB-3-1 cytotox -12%, HEK293 tox 6%, SW480 rerep -9%, MCF10A rereplic 5%, KB-V1 MDR tox -13%, HT1080 IDH1KD tx -2%, HT1080-NT tox 6%, D3 ag -8 and IL-1B inflam inh 17.
Screening Cc1cccc(C(=O)OCC(=O)NC(=O)NCc2ccccc2)c1 returned KB-3-1 cytotox -6%, HEK293 tox 0%, SW480 rerep -10%, MCF10A rereplic 6%, KB-V1 MDR tox -3%, HT1080 IDH1KD tx 0%, HT1080-NT tox -5%, D3 ag 6 and IL-1B inflam inh 0.
Screening C=CCNC(=O)C(=O)Nc1ccc2c(c1)N(S(=O)(=O)c1cccs1)CCC2 returned KB-3-1 cytotox inconclusive, HEK293 tox inconclusive, SW480 rerep inconclusive, MCF10A rereplic inconclusive, KB-V1 MDR tox 23µM*, HT1080 IDH1KD tx inconclusive, HT1080-NT tox -16%, D3 ag -9 and IL-1B inflam inh 11.
For Cn1cc(S(=O)(=O)c2ccccc2)c(=O)c2cc(F)c(N3CCCCC3)cc21 the results were KB-3-1 cytotox -1%, HEK293 tox -3%, KB-V1 MDR tox -3% and D3 ag 0.
CCOc1ccc(C(=O)NCC(c2ccco2)S(=O)(=O)c2ccc(C)cc2)cc1 (stereo not given) was read as KB-3-1 cytotox -14%, HEK293 tox 9%, KB-V1 MDR tox -24% and D3 ag 1.
For COc1ccc2c(c1)CCc1sc(NC(=O)c3ccc(C)cc3)nc1-2 the results were KB-3-1 cytotox 0%, HEK293 tox 89%[activator], SW480 rerep -11%, MCF10A rereplic 14%, KB-V1 MDR tox -28%, HT1080 IDH1KD tx -8%, HT1080-NT tox -6%, D3 ag -10 and IL-1B inflam inh -55*.
Screening CC(C)(C)C(=O)Nc1nnc(SCC(=O)NC2CCCC2)s1 returned KB-3-1 cytotox 10%, HEK293 tox 8%, SW480 rerep -9%, MCF10A rereplic -1%, KB-V1 MDR tox -9%, HT1080 IDH1KD tx 9%, HT1080-NT tox 13%, D3 ag 9 and IL-1B inflam inh 10.
Cc1cc(=O)n2c3ccccc3n(CC(O)CN3CCC(C)CC3)c2c1C#N (stereo not given) was read as KB-3-1 cytotox -4%, HEK293 tox 3%, SW480 rerep 1.3µM*, MCF10A rereplic 8%, KB-V1 MDR tox -31%, HT1080 IDH1KD tx -5%, HT1080-NT tox -2%, D3 ag -6 and IL-1B inflam inh -16.
`O=C1CCCc2cc(S(=O)(=O)NCC3CCC(C(=O)Nc4ccc(Cl)cc4)CC3)ccc2N1` (stereo not given) gave KB-3-1 cytotox -1%, HEK293 tox -4%, KB-V1 MDR tox 0% and D3 ag -2.
CCOC(=O)n1c(=O)oc2ccccc21 was read as KB-3-1 cytotox 4%, HEK293 tox 0%, SW480 rerep -5%, MCF10A rereplic 0%, KB-V1 MDR tox 3%, HT1080 IDH1KD tx 6%, HT1080-NT tox -6%, D3 ag 5 and IL-1B inflam inh -20.
Screening COc1cccc(-c2cnc3c(NC=O)cc(-c4ccoc4)cn23)c1 returned KB-3-1 cytotox 5%, HEK293 tox -3%, KB-V1 MDR tox inconclusive, HT1080 IDH1KD tx -9%, HT1080-NT tox -10%, D3 ag 0 and IL-1B inflam inh 61.
`COc1ccccc1N1CCN(C(c2cccs2)C(C)NC(=O)C(=O)N2CCOCC2)CC1` (stereo not given) gave KB-3-1 cytotox -1%, HEK293 tox 8%, SW480 rerep -2%, MCF10A rereplic -1%, KB-V1 MDR tox 2%, HT1080 IDH1KD tx -2%, HT1080-NT tox 11%, D3 ag -5 and IL-1B inflam inh 2.
O=C1CCC(C(=O)OC(C(=O)c2c[nH]c3ccccc23)c2ccccc2)=NN1 (stereo not given) was read as KB-3-1 cytotox 12%, HEK293 tox 3%, SW480 rerep -4%, MCF10A rereplic 2%, KB-V1 MDR tox -3%, HT1080 IDH1KD tx 10%, HT1080-NT tox 9%, D3 ag 1 and IL-1B inflam inh 2.
Screening CCC1(C)Cc2c(sc3c2c(=O)n(C)c2nnc(SCc4ccccc4)n32)CO1 (stereo not given) returned KB-3-1 cytotox -8%, HEK293 tox 12%, SW480 rerep -6%, MCF10A rereplic -1%, KB-V1 MDR tox 15%, HT1080 IDH1KD tx -3%, HT1080-NT tox 3%, D3 ag -5 and IL-1B inflam inh -2.
For FC(F)(F)c1cnc(-c2cnc(-c3cccnc3)nc2)c(Cl)c1 the results were KB-3-1 cytotox 13%, HEK293 tox -2%[7.66 µM], SW480 rerep 9%, MCF10A rereplic 10%, KB-V1 MDR tox 0%, HT1080 IDH1KD tx inconclusive, HT1080-NT tox 22%, D3 ag -8 and IL-1B inflam inh -26.
Screening COc1cccc(-c2nc(SCc3cc(=O)c4ccc(C)c(C)c4[nH]3)n[nH]2)c1 returned KB-3-1 cytotox 0%, HEK293 tox inconclusive, KB-V1 MDR tox 0% and D3 ag 9.
O=C(NC1CC2CCC1C2)c1ccco1 (stereo not given) was read as KB-3-1 cytotox -2%, HEK293 tox 1%, SW480 rerep 1%, MCF10A rereplic 7%, KB-V1 MDR tox -12%, HT1080 IDH1KD tx 16%, HT1080-NT tox -3%, D3 ag -1 and IL-1B inflam inh -17.
Cc1ccccc1OCC(=O)Nc1cc(-c2cccc(Br)c2)nn1-c1ccccc1 was read as KB-3-1 cytotox -15%, HEK293 tox 7%, KB-V1 MDR tox inconclusive and D3 ag 1.
For Cn1c(/C(C#N)=C(\O)c2ccc(Cl)s2)nc2ccccc21 the results were KB-3-1 cytotox -3%, HEK293 tox 8%, SW480 rerep -9%, MCF10A rereplic -2%, KB-V1 MDR tox -6%, HT1080 IDH1KD tx -1%, HT1080-NT tox 3%, D3 ag -8 and IL-1B inflam inh 9.
`C=CCC1(CC=C)CCCN1C(=O)C1CCC(=O)N(CCc2ccc(OC)cc2)C1` (stereo not given) gave KB-3-1 cytotox -5%, HEK293 tox -32%, SW480 rerep -4%, MCF10A rereplic 1%, KB-V1 MDR tox 0%, HT1080 IDH1KD tx 8%, HT1080-NT tox 4%, D3 ag -2 and IL-1B inflam inh -4.
`CCOC(=O)N1CCC(c2nc3ccccc3[nH]2)CC1` gave KB-3-1 cytotox -15%, HEK293 tox 61%[activator], SW480 rerep -1%, MCF10A rereplic -4%, KB-V1 MDR tox 15%, HT1080 IDH1KD tx -2%, HT1080-NT tox -3%, D3 ag 5 and IL-1B inflam inh 23.
CCc1nnc(NS(=O)(=O)c2ccc(N/C=C/C(=O)c3ccc(C)cc3)cc2)s1 was read as KB-3-1 cytotox -1%, HEK293 tox 7%, SW480 rerep -12%, MCF10A rereplic 18µM*, KB-V1 MDR tox 0%, HT1080 IDH1KD tx -7%, HT1080-NT tox -7%, D3 ag -8 and IL-1B inflam inh 4.

In the list so far, two have a CF3 group.
`FC(F)(F)c1nc2nc(Cl)c(Cl)nc2[nH]1` gave KB-3-1 cytotox inconclusive, HEK293 tox 4%, KB-V1 MDR tox -1%, HT1080 IDH1KD tx -20%, HT1080-NT tox -17%, D3 ag -1 and IL-1B inflam inh 31.
For FC(F)(F)c1cnc(-c2cnc(-c3cccnc3)nc2)c(Cl)c1 the results were KB-3-1 cytotox 13%, HEK293 tox -2%[7.66 µM], SW480 rerep 9%, MCF10A rereplic 10%, KB-V1 MDR tox 0%, HT1080 IDH1KD tx inconclusive, HT1080-NT tox 22%, D3 ag -8 and IL-1B inflam inh -26.

From PubChem
